Source: PubChem BioAssay (National Center for Advancing Translational Sciences (NCATS))
Menin-MLL TR inh = qHTS Assay for Inhibitors Targeting the Menin-MLL Interaction in MLL Related Leukemias: Competition With Texas Red Labeled MLL-derived Mutant Peptide; O00255; Menin + Texas Red MLL mutant peptide, fluorescence polarization; Potency, µM (series often up to 61.6 µM), for the others: at the highest dose FP activity change, negative = inhibition, actives largely listed as inhibitors; hit rate 0.23% among 270,000; AID 1768, 2009; active = well fitted inhibition curve with a large enough effect in the polarisation, with a control signal flat, not every such curve was filed as active; inconclusive = small, poorly fitted or top-dose-only effect, or effect the other way, or a change in a side signal; inactive = no such curve, though single readings can be large or run the other way; the % refers to the polarisation; note: potency is the fitted concentration of half-maximal effect; % of control where 0% means no effect; many of its hits are not listed in these tables
Target sequence (O00255 whole entry, looked up): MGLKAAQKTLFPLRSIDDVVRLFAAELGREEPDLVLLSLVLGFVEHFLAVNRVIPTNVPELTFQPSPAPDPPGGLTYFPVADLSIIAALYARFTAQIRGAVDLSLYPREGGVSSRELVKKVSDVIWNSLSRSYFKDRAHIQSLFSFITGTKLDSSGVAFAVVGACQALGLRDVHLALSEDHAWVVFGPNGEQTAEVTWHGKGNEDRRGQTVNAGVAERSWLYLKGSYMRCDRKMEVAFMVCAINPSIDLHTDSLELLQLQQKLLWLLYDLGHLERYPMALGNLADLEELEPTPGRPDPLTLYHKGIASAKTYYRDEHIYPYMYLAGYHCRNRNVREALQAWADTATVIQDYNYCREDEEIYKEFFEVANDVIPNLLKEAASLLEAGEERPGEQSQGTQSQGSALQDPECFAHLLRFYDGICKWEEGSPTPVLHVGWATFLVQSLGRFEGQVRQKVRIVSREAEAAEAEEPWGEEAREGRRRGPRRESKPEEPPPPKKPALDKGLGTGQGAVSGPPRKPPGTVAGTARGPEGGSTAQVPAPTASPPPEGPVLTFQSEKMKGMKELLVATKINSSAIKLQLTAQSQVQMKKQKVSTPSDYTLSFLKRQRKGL
B2AR arrestin = qHTS assay of beta-arrestin-biased ligands of beta2-adrenergic receptor. Beta-2 adrenergic receptor (Homo sapiens), P07550. beta-arrestin recruitment to beta2AR, cell-based reporter. Potency, µM (top dose mostly 46.1 µM), for inactives: top-dose activation, usual class: activators. hit rate 0.02% among 330,000. AID 492947, 2010;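 note: potency is the fitted concentration of half-maximal effect; 0% = DMSO controls and full agonism = EC100 isoproterenol or metaproterenol; nearly all actives have a fitted effect of over 65% in size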
Target sequence (P07550 whole entry, looked up): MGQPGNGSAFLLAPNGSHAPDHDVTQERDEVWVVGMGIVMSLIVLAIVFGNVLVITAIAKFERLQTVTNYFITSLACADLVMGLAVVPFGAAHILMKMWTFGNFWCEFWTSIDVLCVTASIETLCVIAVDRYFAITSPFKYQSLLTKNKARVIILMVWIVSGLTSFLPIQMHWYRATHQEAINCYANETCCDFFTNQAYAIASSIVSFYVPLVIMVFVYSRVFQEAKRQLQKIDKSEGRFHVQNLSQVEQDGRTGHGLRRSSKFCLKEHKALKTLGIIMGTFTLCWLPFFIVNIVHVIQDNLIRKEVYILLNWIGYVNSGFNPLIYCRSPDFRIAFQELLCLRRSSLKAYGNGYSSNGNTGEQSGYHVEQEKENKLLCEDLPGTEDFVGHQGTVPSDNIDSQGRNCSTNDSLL
USP2a block = qHTS Assay for Inhibitors of Ubiquitin-specific Protease USP2a Using CHOP2 as the Reporter | Ubiquitin carboxyl-terminal hydrolase 2 (Homo sapiens), O75604 | hit rate 0.01% among 330,000 | USP2 core, Ub-CHOP2 coupled fluorogenic reporter, 485/531 | Potency, µM (titrated, usually from 38.3 µM), for the others: at the top dose activity change, negative = inhibition, actives largely listed as inhibitors;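 note: potency is the fitted concentration of half-maximal effect; plate controls were DMSO wells for no effect and full inhibition by NEM control for full effect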
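USP2 core (10nM final) preincubated 30min RT with compound in 20mM Tris-HCl pH 8.0, 2mM CaCl2, 2mM beta-mercaptoethanol, 0.05% CHAPS; 25nM Ub-CHOP2 plus 25nM reporter substrate added, fluorescence (Ex485/Em531) read after 60min.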
MLL CXXC-DNA inh = qHTS Fluorescence Polarization Assay for Inhibitors of MLL CXXC domain - DNA interaction. Histone-lysine N-methyltransferase 2A (Homo sapiens), Q03164. MLL-CXXC / FITC-HOXA9 DNA fluorescence polarization. Potency, µM (top dose mostly 115 µM), for inactives: top-dose activity change, negative = inhibition, usual class: inhibitors. hit rate 0.037% among 290,000. AID 2662, 2010; active = well fitted inhibition curve with a large enough effect in the polarisation, with a control signal flat, not every such curve was filed as active; inconclusive = small, poorly fitted or top-dose-only effect, or effect the other way, or a change in a side signal; inactive = no such curve, though single readings can be large or run the other way; the % refers to the polarisation; note: potency is the fitted concentration of half-maximal effect
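Purified MLL-CXXC (added from a 7 uM solution) was preincubated 5 min at ambient with pinned compounds in 50 mM Tris-HCl pH 7.5, 50 mM NaCl, 1 mM DTT, 0.05% BSA. Fluorescein-labeled HOX-A9 DNA (50 nM solution) followed, 30 min, then polarization read.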
Giardia killer = Small Molecules that selectively kill Giardia lamblia: qHTS | hit rate 0.15% among 340,000 | Giardia lamblia trophozoite viability | activity change, % at 7.66 µM, hits read low; in the data active = activity change below about -80%; inconclusive = between about -30% and that limit;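 note: parasites exposed to compound for two days anaerobically before the ATP read; % is set by controls: 0 for no effect and ±100 for the full control effect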
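Compounds were tested on trophozoites seeded at 100 cells/well and held 48 hrs at 37 deg C anaerobically. An ATP-based luminescent kit measured the remaining live cells.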
KCNH2 3.1 block = qHTS for Inhibitors of KCHN2 3.1: Mutant qHTS; Potassium voltage-gated channel subfamily H member 2, brain isoform KCNH2 3.1 (human); U2OS KCNH2 3.1, thallium flux FluxOr; stronger effect = lower value; activity change, % (tested at about 1.8 µM); hit rate 0.95% among 340,000;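 active = maximum activity change below -70%; inconclusive = maximum activity change from -70% to -50%; inactive = maximum activity change above -50%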;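 note: thallium influx rate constant from kinetic fluorescence after stimulation buffer; % is set by controls: 0 for no effect and ±100 for the full control effect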
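Virally transduced U2OS (3.1 isoform, 4 h infection in dark at RT) → overnight 37 C → FluxOr + Red40 in HBSS/HEPES, 45 min → stimulation buffer, 2 min kinetic read → rate constant vs DMSO controls.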
GALK inhibitor = qHTS Assay for Inhibitors of Human Galactokinase (GALK). Purified GALK, Kinase-Glo residual ATP luminescence. AID 1868, 2009. Potency, µM (doses to about 57.5 µM), without a hit: at the highest dose activity change, negative = inhibition, usual class: inhibitors. P51570. hit rate 0.007% among 270,000; note: potency is the fitted concentration of half-maximal effect; % is set by controls: 0 for no effect and ±100 for the full control effect
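Quantitative HTS: GALK 5 nM, ATP 35 uM, galactose 100 uM, 1 h room temperature, then luciferase-based ATP detection.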
TRPV1 ag = HTS Assay for Compounds that Act as Agonists of the Vanilloid Receptor 1; Transient receptor potential cation channel subfamily V member 1 (Homo sapiens), Q8NER1; TRPV1-expressing cells, Fluo-8 calcium influx, agonist mode; activation, % at 8.33 µM; hit rate 0.19% among 320,000; AID 540275, 2011; in the data active = activation above about 80%; inconclusive = between about 30% and that limit; note: 0% is about no effect
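Cells expressing TRPV1 were dye-loaded with Fluo-8 and read kinetically: 10 s baseline, 3 min after compound (agonist portion), then 2 min after EC20 capsaicin (allosteric enhancer portion). Calcium-bound dye fluorescence at 480/520 nm.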
FBPA coupling cs = qHTS Assay for Inhibitors of Fructose-1,6-bisphosphate Aldolase from Giardia Lamblia: Coupling assay counterscreen. coupling enzyme system counterscreen, AmpLite Red fluorescence. activity change, negative = inhibition, % at 58.2 µM, hits read low. hit rate 0.67% among 290,000; in the data active = activity change below about -30%; note: % is set by controls: 0 for no effect and ±100 for the full control effect
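Counterscreen lacking aldolase: glyceraldehyde-3-phosphate coupling-enzyme reagent preincubated 10 min at RT with compound (at 57.5 uM final), then substrate/coupling system with AmpLite Red added; fluorescence read at 525/598 nm after 20 min RT.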
PKM2 act = qHTS Assay for Activators of Human Muscle isoform 2 Pyruvate Kinase; Pyruvate kinase PKM (Homo sapiens), P14618; purified PKM2, Kinase-Glo ATP luminescence, activation; response scale: 0% is enzyme alone, no compound; Potency, µM (doses to about 57.5 µM), for inactives: at the highest dose activation, hits mostly activators; hit rate 0.34% among 260,000; AID 1631, 2009; note: potency is the fitted concentration of half-maximal effect; % is set by controls: 0 for no effect and ±100 for the full control effect; nearly all actives have a fitted effect of over 55% in size
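hPK-M2, >95% pure; 0.1 mM ADP / 0.5 mM PEP final; imidazole pH7.2 buffer w/ 7 mM MgCl2, 50 mM KCl; 1 h RT; Kinase-Glo lum. Intermediate enzyme activity for dual inhibitor/activator qHTS.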
hERG WT inh = qHTS for Inhibitors of KCHN2 3.1: Wildtype qHTS. U2OS, BacMam KCNH2, thallium flux FluxOr; stronger effect = lower value. activity change, % at 1.84 µM. hit rate 0.37% among 340,000. AID 720551, 2013;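 active = maximum activity change below -70%; inconclusive = maximum activity change between -70% and -50%; inactive = maximum activity change above -50%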; note: % is set by controls: 0 for no effect and ±100 for the full control effect
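U2OS cells transduced with wild-type KCNH2 virus are loaded with FluxOr dye for 45 min, and thallium flux is measured in kinetic reads before and after stimulation buffer. Rate constants are normalized to DMSO controls.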
* marks the source's active call; other numbers are inactive results; u = inconclusive; x = no result given; & = joins results of further samples; [ ] = another dose, or the depositor's remark. Unless noted, calls come from the whole dose curve; as a rule, active = well fitted curve in the direction sought with a large enough effect; inconclusive = small, poorly fitted or top-dose-only effect, or another doubt; inactive = no such curve, though single readings can be large; an effect the other way counts as inactive or inconclusive. Not all compounds are listed. The share of hits here may be higher or lower than overall.

canonical_smiles,hERG WT inh,MLL CXXC-DNA inh,TRPV1 ag,PKM2 act,USP2a block,FBPA coupling cs,KCNH2 3.1 block,GALK inhibitor,Giardia killer,B2AR arrestin,Menin-MLL TR inh
O=C(O)c1ccc2c(c1)C1C(Cl)C(Sc3ccccc3[N+](=O)[O-])CC1C(c1cccc([N+](=O)[O-])c1)N2 (stereo not drawn),-2,2%,2,11%,4%,2,4,4%,5,-0.3%,u
CCCCn1c(O)c(C=NCCCn2ccnc2)c(=O)[nH]c1=O,-3,26%,4,-1%,2%,3,11,5%,-9,0.4%,2%
O=[N+]([O-])c1cc([As](=O)(O)O)ccc1O,5,-6%[51.4 µM],2,x,0%,0&2,-1,x,u,0.0%,-2%
O=C(COc1ccc(Cl)cc1)N1CCN(Cc2ccc([N+](=O)[O-])cc2)CC1,17,4%,29,3%,-1%,-2,-47,-2%,14,-0.9%,-30%
Oc1ccc(Cl)cc1Cc1cc(Cl)ccc1O,-5,10%&-19%,8,5%,-9%,0&5,-3,3%,-1,-0.9%,u
CC(C)(CN)CC(=O)O,-254*,-16%,-4,2%,1%,-1,8,-1%,-11,-0.6%,x
C[n+]1c(-c2ccccc2)c2cc(N)ccc2c2ccc(N)cc21,2,u,8,-5%,1%,-39*,-7,x,10,0.1%,u
CC(=O)O[C@]1(C)C(=O)OC/C2=C/CN(C)CCC(OC(=O)[C@@](O)(C(C)O)C[C@H]1C)C2=O (stereo partly drawn),6,27%,4,x,0%,0,3,1%,-5,0.4%,10%
CNC(C)Cc1ccccc1 (stereo not drawn),-11,x,x,x,2%,x,3,x,-4,1.0%,x
COC(=O)C1C2c3ccccc3OC1(C)N=c1s/c(=C/c3cnn(C)c3C)c(=O)n12 (stereo not drawn),7,3%,-10,4%,2%,5,3,0%,-20,-0.5%,-2%
Cc1occc1C(=O)N1CCC2(CC1)OCCO2,7,-2%,-5,-22%,1%,-2,-4,-1%,0,0.1%,-9%
COC(=O)C1=C(c2cccc(C#N)c2)C[C@@H]2CC[C@H]1N2C(=O)N1CCc2cc(OC)c(OC)cc2C1,1,x,7,x,0%,x,3,x,-3,0.3%,x
CC(C(=O)c1c[nH]c2ccccc12)N1CCOCC1 (stereo not drawn),-3,0%,1,-6%,-1%,0,14,x,-1,-0.8%,x
CCCCC/C=C\C/C=C\C/C=C\C/C=C\CCCC(=O)Nc1ccc(O)cc1,x,-2%,u,6%,-8%,-6&-12,x,-4%,x,-0.3%,32%[activator]
COc1cc(CN2CCNCC2)cc(OC)c1OC,6,4%,-2,0%,2%,1,-1,5%,-3,0.3%,11%
CC(C)(C)[C@]1(O)C[C@@H]2OC(=O)C[C@@]23C(=O)O[C@@H]2OC(=O)[C@@H](O)C213 (stereo partly drawn),-7,x,x,x,3%,x,3,x,2,0.2%,x
CCCCn1c(O)c(C(CC)=NCCCN(C)C)c(=O)[nH]c1=O,-1,-1%,-3,-2%,1%,4,10,0%,-1,-0.2%,6%
O=C(CC1CCCCC1)c1c(O)c2ccccc2oc1=O,16,14%,2,-1%,1%,6,8,0%,27,0.0%,39%[activator]
COP(=O)(OC)Oc1ccc(C(O)C(Cl)(Cl)Cl)cc1 (stereo not drawn),4,2%,-3,3%,0%,5,-3,0%,5,-0.2%,x
Cc1cc(OC(=O)N(C)C)nc2c1c(C)nn2C,-13,1%,2,-2%,4%,0,0,7%,-1,-0.4%,x
CCOC(=O)c1c(C)[nH]c(C)c1C(=O)C(Cc1ccccc1)N(C)C (stereo not drawn),6,-6%,3,x,2%,-3,24,-4%,-22,-1.1%,-25%
FC(F)(F)c1ccc2c(c1)nnn2C1CCN(Cc2nnnn2Cc2ccccc2)CC1,-28,-7%,-4,1%,3%,-6,-76*,2%,13,-0.7%,1%
COc1c(C)cc(C(=O)C2CCCN(Cc3ccccn3)C2)cc1C (stereo not drawn),5,4%,6,11%,1%,1,x,0%,-9,8.3%,-6%
CCCCCCOc1ccc(CN2CCN(CC)CC2)cc1,49,-1%,5,-2%,0%,2,-21,2%,-17,-0.8%,-9%
CC(C)(C)N1Cc2ccccc2C1=N,-23,11%,4,-14%,1%,3,-48,-3%,4,0.3%,0%
CCC(COC(=O)NC)NC(=O)Oc1cccc(C)c1 (stereo not drawn),5,0%,-1,0%,-2%,x,11,0%,3,-0.4%,14%
Cn1cc(C(=O)OCC(=O)N2CCCC2)c2ccccc21,-9,x,-2,x,-3%,x,1,x,-9,-0.3%,x
COc1ccc(C2=NCC(=S)Nc3ccc(Cl)cc32)cc1Cl,-1,14%,8,4%,0%,1,2,0%,12,-0.1%,21%
CCN(C(C)=O)c1cccc(-c2ccnc3c(C#N)cnn23)c1,x,-2%&6%,0,1%,2%,-1,x,0%,x,-0.4%,5%&-14%
COc1ccccc1C1=NCc2nnc(C)n2-c2ccc(Cl)cc21,-9,3%,-2,-9%,-2%,5,-7,6%,-17,-0.4%,-4%
CC(=O)Nc1ccc(Cc2nc3ccccc3[nH]2)cc1,21,7%,-1,-36%,2%,3,1,4%,4,0.6%,2%
CN1CCc2cccc(Cl)c2CC1,27,-3%,-1,x,0%,x,-2,x,13,-0.2%,19%
CCCC[N+]12C3C[C@H](C4[C@H](O)[C@]5(C[C@@H]41)c1ccccc1N(C)[C@@H]35)[C@H](CC)[C@H]2O (stereo partly drawn),10,10%,5,x,-5%,5,-18,-1%,16,0.3%,-9%
Cc1cccc(N2C(=O)/C(=C/c3ccc(CN(CCC#N)S(C)(=O)=O)o3)C(=O)NC2=S)c1,5,u,3,21%,-1%,-1,-2,-3%,-8,0.1%,31%[activator]
COc1cc(C(=S)N2CCOCC2)cc(OC)c1OC(=O)Cc1ccccc1,-17,-6%,-2,2%,3%,1,-7,0%,-9,1.0%,-5%
Cc1ccc2c(c1)=C/C(=C\c1c(O)[nH]c(=S)[nH]c1=O)C(=O)N=2,x,0%,-2,-9%,2%,-16,x,-5%,x,-0.9%,10%
Cn1nc(N)c2c1N=P(N1CCOCC1)(N1CCOCC1)N=C2c1ccccc1,-2,10%,3,15%,-1%,7,-9,-2%,-9,-0.6%,0%
C=CCc1ccc(OC(=O)NC2CCCCC2)c(OC)c1,-4,4%,4,x,2%,-1,15,-1%,9,2.7%,u
Cc1ccsc1C(=O)C1CCCN(Cc2ccccc2O)C1 (stereo not drawn),28,1%,21,-4%,-5%,0,-1,6%,10,-0.2%,-9%
O=C(Nc1cccc(OC(=O)N2CCOCC2)c1)N1CCOCC1,-5,2%,3,-8%,2%,0,-4,-2%,22,0.0%,2%
CCCN1C2CCCC1CC(NC(C)=O)C2 (stereo not drawn),3,-4%,2,-2%,0%,0,6,0%,-13,-0.2%,16%
